Yfh1-off respiration – enhancers of respiration in Yfh1-depleted yeast, dose response, Friedreich's ataxia, plus single-dose screen (AID 1465); S. cerevisiae Yfh1-off respiration, WST-1 reduction, 72 h; higher fold induction means a stronger effect; one-dose fold induction at 50 µM; EC50 in µM for titrated hits; 0.074% of 220,000 active;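 active = fold induction of absorbance versus untreated yeast above a set limit, then at least 30% activation at any dose in follow-up; inconclusive = repeats straddling the limit, or above it without dose testing; inactive = fold induction below the set limit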;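 note: activators that raise dye reduction in frataxin-depleted yeast; strong numbers were not always called active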
PhoP inhibition – inhibitors of PhoP regulon expression, primary screen, Salmonella Typhimurium, GFP reporter (AID 1863); S. Typhimurium PhoP-regulated promoter GFP reporter, 4 h; higher % means a stronger effect; inhibition, % at 50 µM, or IC50 in µM where a hit was titrated; 0.16% of 300,000 active;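 active = inhibition over 29.93%, a cutoff 3 SD above the screen mean, later confirmed by dose response; inconclusive = inhibition over 29.93% but no dose response follow-up; inactive = inhibition at most 29.93% or unconfirmed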;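 note: 0% = low Mg2+ inducing control and 100% = high Mg2+ repressing control; strong numbers were not always called active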
ER stress rescue – rescue of cells from ER stress-induced death, primary screen, 384-well, CSM14.1, thapsigargin, ATP luminescence (AID 1222); CSM14.1 thapsigargin-induced death rescue, ATP luminescence; higher % means a stronger effect; 190,000 tested, under 10 active; cellular ATP content (survival), % at 20 µM; hits with a dose series show EC50 in µM;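 active = EC50 below 50 µM in the dose-response confirmation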;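 note: death triggered by thapsigargin at about 15 µM added after 2 h compound pretreatment; cell ATP read after overnight thapsigargin exposure of roughly 18 to 22 hours; normalized against plate controls of thapsigargin alone and 5% DMSO vehicle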
M17LAP inhibition – P. falciparum M17LAP inhibitors, primary screen, biochemical, fluorogenic H-Leu-NHMec substrate, 1536-well (AID 1619); Leucine aminopeptidase (Plasmodium falciparum (isolate 3D7)); recombinant M17LAP, H-Leu-NHMec fluorogenic kinetic assay; higher % means a stronger effect; one-dose inhibition, % at 30 µM; IC50 in µM for titrated hits; 0.38% of 220,000 active;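 active = compound inhibiting the enzyme by more than half at any dose during confirmatory dose-response retesting; inconclusive = strong single-dose inhibitors picked by rank but not retested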;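 note: plate controls were full reaction with DMSO carrier for no effect and no enzyme background for full effect; strong numbers were not always called active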
human PMI inhibitors – human PMI inhibitors, high substrate, primary screen, biochemical, fluorescence intensity, high mannose 6-phosphate (AID 1220) | Mannose-6-phosphate isomerase (Homo sapiens) | 0.66% of 190,000 active | recombinant PMI enzyme, coupled fluorescence intensity; higher % means a stronger effect | one-dose inhibition, % at 20 µM; IC50 in µM for titrated hits; in the data active = inhibition above about 50%
XIAP antagonists – XIAP antagonists, biochemical, IAP family, fluorescence polarization (AID 1018); E3 ubiquitin-protein ligase XIAP (Homo sapiens); XIAP BIR domain, fluorescence polarization peptide displacement; higher % means a stronger effect; displacement, % at 20 µM, or IC50 in µM where a hit was titrated; 0.007% of 200,000 active; in the data active = displacement above about 50%; note: a part of the inactive calls stands beside numbers as strong as those of hits
West Nile antiviral – West Nile virus antiviral activity, cell-based, CPE readout (AID 1621) | West Nile virus-infected cells, CPE inhibition; higher % means a stronger effect | CPE inhibition, % at 10 µM; hits with a dose series show IC50 in µM | 0.02% of 290,000 active; in the data active = a potency from the dose series; inconclusive = CPE inhibition mostly from about 3.7% at the one dose, without a potency; inactive = the rest, 99 in 100 with CPE inhibition below about 2.2%; note: strong numbers were not always called active
M1AAP inhibition – P. falciparum M1AAP inhibitors, biochemical, fluorogenic H-Leu-NHMec substrate, 1536-well (AID 1445) | Aminopeptidase N (Plasmodium falciparum (isolate 3D7)) | recombinant M1AAP, H-Leu-NHMec fluorogenic kinetic assay; higher % means a stronger effect | one-dose inhibition, % at 30 µM; IC50 in µM for titrated hits | 0.42% of 220,000 active;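 active = primary inhibition above the hit cutoff, then over 50% inhibition at one or more dose response concentrations, cut at about 23% in these data, passing the limit was not always enough; inconclusive = conflicting primary data, or primary hits not chosen for dose response; inactive = low primary inhibition, or under 50% at every dose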;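 note: plate controls were DMSO full reaction for no effect and no enzyme background for full effect; strong numbers were not always called active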
Siah-1 displacement – Siah-1 peptide-binding antagonists, primary screen, biochemical, fluorescence polarization, rhodamine-plectin, uHTS (AID 1817) | Siah-1 / rhodamine-plectin peptide fluorescence polarization; higher % means a stronger effect | displacement, % at 20 µM; hits with a dose series show IC50 in µM | 0.02% of 290,000 active;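 active = displacement of at least 50% at 20 µM, with a fluorescence ratio check between 0.3 and a set limit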;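 note: plate controls were Siah plus tracer with DMSO for no effect and tracer alone without Siah for full effect; strong numbers were not always called active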
The depositor's hits bear a star; i = inactive; ? = inconclusive; nt = no result given; & = joins results of further samples.

SMILES	Yfh1-off respiration	PhoP inhibition	ER stress rescue	M17LAP inhibition	human PMI inhibitors	XIAP antagonists	West Nile antiviral	M1AAP inhibition	Siah-1 displacement
CCCn1c(SCC(=O)Nc2cccc(C)n2)nnc1C(C)C	i	-9%	-1.7%	8%	1%	-7.2%	-0.8%	3%	3%
O=C(c1cccc(Br)c1)c1conc1C(=O)c1ccco1	i	9%	-0.7%	21%	-2%	-1.3%	-1.0%	1%	3%
O=C(CSc1nnnn1-c1ccccc1)Nc1nsc(-c2ccccc2)n1	i	11%	nt	2%	9%	-4.5%	0.4%	-5%	3%
COc1ccc(S(=O)(=O)N(C)c2ccc(C(=O)NCCC(C)C)cc2)cc1	i	9%	-3.0%	25%	11%	-8.3%	-0.6%	2%	-1%
C/C(=N\OC(=O)c1ccc(Cl)c(Cl)c1)c1sc(C)nc1C	i	-9%	-0.2%	5%	2%	-2.2%	-0.1%	5%	5%
COc1cc(CN(C)Cc2nc3cc(C(F)(F)F)ccc3c(=O)[nH]2)ccc1OC(F)F	i	-8%	-1.1%	-2%	-1%	2.8%	-1.6%	4%	-2%
CCCc1nnc(SCC(=O)N2CCCC2)n1CC1CCCO1 (stereo unspecified)	i	-7%	-2.6%	9%	6%	-2.7%	1.4%	1%	3%
COc1ccc(CCNS(=O)(=O)c2ccc3c(c2)CCN3C(=O)CCC(=O)O)cc1OC	i	-10%	-1.8%	22%	9%	-4.1%	-0.1%	2%	4%
CCc1nc2ccccc2c(C(=O)OCC(=O)C(C)(C)C)c1C	i	23%	-0.2%	2%	8%	-0.9%	-0.1%	0%	3%
Cc1cc(C(=O)NCCCN(C)C)c2ccccc2n1	i	-8%	-2.4%	-2%	-26%	-7.1%	0.0%	-1%	-4%
C=CCSc1ncnc2c1oc1nc3c(cc12)COC(C)(C)C3	i	-13%	nt	7%	nt	nt	0.1%	10%	4%
CCOC(=O)c1sc(=NC(=O)c2ccc(C)c(C)c2)n(C)c1C	i	-1%	-1.5%	-2%	-8%	-2.4%	0.8%	-10%	1%
Cc1c(/C(O)=C2/C(=O)C(=O)N(CCN(C)C)C2c2ccc(C(C)C)cc2)cnn1-c1ccccc1 (stereo unspecified)	i	-5%	nt	3%	nt	nt	0.1%	-1%	6%
CC(C)C(=O)N1c2ccccc2NC2=C(C(=O)CCC2)C1c1ccc(N(C)C)cc1 (stereo unspecified)	i	-13%	-1.0%	16%	61%*	-7.7%	-0.3%	9%	0%
O=C(O)CNC(=S)NCc1ccccc1	i	0%	1.5%	7%	4%	-3.0%	0.8%	8%	5%
OCCNCc1ccc(-c2ccccc2)cc1	i	7%	-2.1%	3%	-5%	3.2%	0.0%	4%	3%
C=C(C)c1cccc(C(C)(C)NC(=O)Nc2nncs2)c1	i	1%	nt	-1%	nt	nt	-0.4%	1%	6%
O=C1COc2ccc(C(=O)COC(=O)c3ccco3)cc2N1	i	-9%	nt	-6%	nt	nt	0.3%	1%	6%
O=Cc1ccc(-c2ccccc2C(=O)O)o1	i	-7%	-0.6%	19%	4%	-2.7%	0.1%	5%	-7%
Cc1cc(C)nc(SCC(=O)NC2=NN=C(c3ccc(Br)cc3)CS2)n1	i	-1%	-0.5%	0%	1%	-1.1%	-1.4%	0%	-4%
COc1ccc(CCNC(=O)c2ccc([N+](=O)[O-])cc2)cc1	i	3%	nt	-5%	nt	nt	0.1%	4%	-3%
CC1(C)Cc2ccccc2C(Nn2cnnc2)=N1	i	-1%	0.2%	-13%	19%	-2.8%	-0.3%	8%	3%
COC(=O)c1c(C(=O)OC)c(-c2ccccc2)n2c1CS(=O)(=O)C2	i	1%	-1.0%	2%	0%	-2.4%	-0.2%	-3%	0%
Cc1ccc(S(=O)(=O)N2CCCCC2)cc1NC(=O)CCOc1ccccc1	i	6%	0.7%	2%	12%	-7.8%	-0.7%	6%	7%
NC(=S)N=Nc1c(O)n(CCCl)c2ccccc12	i	2%	-2.5%	3%	16%	-2.1%	-0.9%	8%	-4%

An excerpt of these results, with bars between the fields:
SMILES | Yfh1-off respiration | PhoP inhibition | ER stress rescue | M17LAP inhibition | human PMI inhibitors | XIAP antagonists | West Nile antiviral | M1AAP inhibition | Siah-1 displacement
O=C1COc2ccc(C(=O)COC(=O)c3ccco3)cc2N1 | i | -9% | nt | -6% | nt | nt | 0.3% | 1% | 6%
O=Cc1ccc(-c2ccccc2C(=O)O)o1 | i | -7% | -0.6% | 19% | 4% | -2.7% | 0.1% | 5% | -7%
Cc1cc(C)nc(SCC(=O)NC2=NN=C(c3ccc(Br)cc3)CS2)n1 | i | -1% | -0.5% | 0% | 1% | -1.1% | -1.4% | 0% | -4%
COc1ccc(CCNC(=O)c2ccc([N+](=O)[O-])cc2)cc1 | i | 3% | nt | -5% | nt | nt | 0.1% | 4% | -3%
CC1(C)Cc2ccccc2C(Nn2cnnc2)=N1 | i | -1% | 0.2% | -13% | 19% | -2.8% | -0.3% | 8% | 3%
COC(=O)c1c(C(=O)OC)c(-c2ccccc2)n2c1CS(=O)(=O)C2 | i | 1% | -1.0% | 2% | 0% | -2.4% | -0.2% | -3% | 0%
Cc1ccc(S(=O)(=O)N2CCCCC2)cc1NC(=O)CCOc1ccccc1 | i | 6% | 0.7% | 2% | 12% | -7.8% | -0.7% | 6% | 7%
NC(=S)N=Nc1c(O)n(CCCl)c2ccccc12 | i | 2% | -2.5% | 3% | 16% | -2.1% | -0.9% | 8% | -4%

The listing continues:
SMILES	Yfh1-off respiration	PhoP inhibition	ER stress rescue	M17LAP inhibition	human PMI inhibitors	XIAP antagonists	West Nile antiviral	M1AAP inhibition	Siah-1 displacement
Cc1ccc(C2=NN(C(=O)COc3ncnc4ccccc34)C(c3ccco3)C2)cc1 (stereo unspecified)	i	7%	3.6%	-2%	16%	-3.8%	0.1%	6%	11%
CN1C(=O)NC(c2ccc(O)cc2)C2=C1CN(c1ccc(O)cc1)C2=O (stereo unspecified)	i	8%	0.2%	4%	1%	-2.0%	0.2%	2%	0%
Cc1cccc(Nc2ccccc2C(=O)O)c1C	i	-7%&-15%	-2.0%	17%	-15%	-4.0%	0.8%	5%	-1%
COCCCN(C(=S)Nc1cccc(Cl)c1)C(C)c1ccncc1 (stereo unspecified)	i	-8%	-2.4%	3%	-9%	-9.9%	-0.9%	7%	-5%
COc1ccc(C(=O)Nc2nc(N3C(=O)c4ccccc4C3=O)n(-c3ccccc3)n2)cc1	i	-12%	-4.9%	0%	-1%	-2.9%	1.2%	16%	0%
C=CCn1c(=S)[nH]c2scc(-c3ccco3)c2c1=O	i	-10%	nt	-38%	nt	nt	0.2%	10%	22%
CCOC(=O)c1sc(NC(=O)C(C)(C)C)cc1C	i	-9%	-2.1%	3%	8%	-2.0%	-0.1%	-4%	9%
COc1ccccc1C(=O)Nc1c2c(nn1-c1cccc(C)c1C)CS(=O)(=O)C2	i	-7%	nt	0%	6%	-18%	?	1%	10%
C(=C\c1ccco1)/c1nc2ccccc2[nH]1	i	-1%	-3.5%	2%	-35%	-12%	-0.1%	11%	22%
CCCn1c(=O)c(C(=O)N/N=C/c2ccc(F)cc2)c(O)c2ccccc21	i	-5%	nt	-4%	nt	nt	-0.9%	0%	6%
CCCC(C(=O)NC1CCCC1)N(Cc1cccs1)C(=O)c1snc(C(N)=O)c1N (stereo unspecified)	i	11%	-0.3%	3%	-6%	-6.4%	0.7%	8%	-3%
O=C(/C=C/c1ccccc1Cl)Nc1ccc2c(c1)C(=O)NC2=O	i	2%	-1.3%	6%	5%	-11%	0.1%	0%	16%
CC(C)(C(N)=O)c1ccccc1	i	-7%	nt	1%	nt	nt	0.4%	0%	1%
O=c1[nH]c(SCCN2CCOCC2)nc(O)c1-c1ccccc1	i	-2%	nt	-3%	nt	nt	0.1%	2%	3%
Cc1ccc2[nH]c3c(=S)nc[nH]c3c2c1	i	2%	-2.2%	-2%	-65%	-3.1%	-0.8%	-1%	8%
O=C(CN1C(=O)C2CCCCC2C1=O)OCn1nnc2ccccc2c1=O (stereo unspecified)	i	-2%	1.8%	-3%	0%	-2.9%	0.2%	1%	4%
CC(Sc1nnc(Nc2ccccc2)s1)C(=O)Nc1nc(-c2ccccc2)cs1 (stereo unspecified)	i	0%	-0.2%	-3%	5%	-3.9%	-0.9%	4%	-5%
CCOc1ccc(CN2CCNC(=O)C2CC(=O)NCc2ccccn2)cc1 (stereo unspecified)	i	-2%	-1.6%	-5%	13%	-3.9%	1.4%	6%	1%
O=C(NCCC1=CCCCC1)C(=O)NCCc1ccc(Cl)cc1	i	-7%	0.9%	-2%	9%	-1.2%	-0.2%	4%	3%
CCn1c(NCc2cccc(OC)c2OC)nc2ccccc21	i	-3%	2.3%	7%	11%	-3.3%	-1.2%	-1%	6%
Cc1c(CNCc2cccs2)c(C(=O)O)c(C)n1Cc1ccccc1	i	6%	-1.7%	19%	18%	-3.5%	0.0%	9%	-4%
c1ccc(CCC2CCCCN2Cc2nc(-c3ccc4c(c3)OCO4)no2)nc1 (stereo unspecified)	i	-1%	1.8%	-2%	8%	-8.8%	-1.8%	-2%	5%
O=C(OC(C(=O)Nc1ccc(Cl)cc1C(F)(F)F)c1ccccc1)C1=COCCO1 (stereo unspecified)	i	4%	0.4%	18%	4%	-2.8%	-1.3%	6%	12%
O=C(CN1CCOCC1)Nc1ccc(S(=O)(=O)NC2CCCCC2)cc1	i	-1%	2.8%	-6%	8%	-5.6%	-0.3%	2%	-4%
Cc1ccccc1OCc1nnc(SCC(=O)Nc2ccc3nc(SCC(=O)NC(C)(C)C)sc3c2)n1C	i	11%	-2.6%	8%	5%	-16%	-0.1%	-3%	-1%
CC1(C)CC(=O)C(C=NCCN2CCN(C3CC(=O)N(c4cccc(Br)c4)C3=O)CC2)=C(O)C1 (stereo unspecified)	i	16%	-0.7%	-2%	2%	-2.1%	0.0%	1%	2%
Cn1c(=O)c(-c2ccccc2)c(O)c2ccccc21	i	-5%	-8.1%	-4%	-14%	-6.4%	0.6%	12%	-4%
O=C(Cn1cnc2c(nnn2Cc2ccc(Cl)cc2)c1=O)OCc1ccccc1	i	4%	1.1%	2%	0%	-3.4%	0.2%	3%	10%
Cc1ccc(Oc2ccc(S(=O)(=O)N3CCOCC3)cc2C(N)=O)c(-n2nc3ccccc3n2)c1	i	6%	-1.0%	1%	0%	-3.5%	0.5%	4%	-3%

Bioassay records (PubChem BioAssay)
